CHO-K1 Ca antag = counter-screen for M1 antagonists: effect in parental CHO-K1 cells; actives 0.6% (n = 360,000); ATP-induced calcium, Fluo-8 fluorescence; inhibition, % at 3 µM;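 active = inhibition above a per-plate cutoff, the plate's mean sample inhibition plus 3 SD, cut at about 24% in these data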;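 note: 0% = DMSO plus EC80 ATP and 100% = DMSO alone without ATP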
OXTR ag = agonists of human oxytocin receptor | AID 2435 | CHO-OTR cells, Fluo-8 calcium fluorescence; normalized: DMSO 0%, oxytocin 100% | actives 0.32% (n = 320,000) | activation, % at 3 µM;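 active = activation above the mean of all tested compounds plus 3 SD, cutoff set per screening run, cut at about 20% in these data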;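 note: peak over basal fluorescence ratio from a 100 s FLIPR kinetic read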
M1 ag parental = counter-screen for M1 agonists: effect in parental CHO-K1 cells; actives 0.48% (n = 360,000); Fluo-8 calcium fluorescence; scaled to maximal ATP response, vehicle zero; AID 602248; activation, % at 3 µM; in the data active = activation above about 15%;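 note: untransfected CHO-K1 host cells lacking M1 receptor as counterscreen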
V1R ag counter = counter-screen for oxytocin receptor agonists: human V1a receptor agonists; actives 0.25% (n = 320,000); activation, % at 3 µM; P37288; CHO-V1R cells, Fluo-8 calcium fluorescence, agonist mode; 0% DMSO, 100% 3 nM vasopressin;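 active = activation above the mean activation of all tested compounds plus 3 SD, per screening run, cut at about 20% in these data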;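 note: signal is peak over basal fluorescence ratio across a 100 second FLIPR read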
Target sequence (P37288 whole entry, looked up): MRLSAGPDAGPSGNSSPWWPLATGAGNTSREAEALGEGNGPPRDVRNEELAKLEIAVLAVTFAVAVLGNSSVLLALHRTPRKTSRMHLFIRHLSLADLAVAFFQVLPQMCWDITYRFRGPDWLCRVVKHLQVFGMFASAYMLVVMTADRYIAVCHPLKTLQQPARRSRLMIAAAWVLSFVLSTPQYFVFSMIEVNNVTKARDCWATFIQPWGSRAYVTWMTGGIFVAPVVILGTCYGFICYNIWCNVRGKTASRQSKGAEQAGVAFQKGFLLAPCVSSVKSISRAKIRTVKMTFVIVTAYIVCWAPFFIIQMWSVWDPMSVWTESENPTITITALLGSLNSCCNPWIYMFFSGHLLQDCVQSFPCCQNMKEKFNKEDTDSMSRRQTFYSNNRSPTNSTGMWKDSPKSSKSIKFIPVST
CHO parental Ca = counter-screen for OX1R antagonists: effect in parental CHO cells. actives 0.63% (n = 330,000). inhibition, % at 5.6 µM. parental CHO-K1, ATP-induced calcium, Fluo-8 fluorescence;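 active = inhibition above that plate's mean sample inhibition plus 3 SD, cut at about 26% in these data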;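 note: 0% = ATP-challenged DMSO wells and 100% = DMSO wells without ATP; some compounds past the cut are filed as inactive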
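Measured by: calcium-sensitive Fluo-8 fluorescence / Test system: CHO parental line / Controls: ATP-challenged DMSO wells low, unchallenged DMSO wells high / Measure: % inhibition / Compound: single nominal dose of 5.6 µM per compound / Replicates: single well per compound, no replicates / Reagent: ATP as calcium-mobilizing challenge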
GPR7 antagonist = antagonists of human GPR7 (neuropeptides B/W receptor 1) | GPR7-expressing cells, fluorescence antagonist assay | inhibition, % at 4.4 µM | actives 1.1% (n = 290,000); in the data active = inhibition above about 16%, passing the limit was not always enough;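 note: cells stimulated with the agonist NPW; 0% = agonist with vehicle and 100% = vehicle without agonist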
Target sequence (P48145 whole entry, looked up): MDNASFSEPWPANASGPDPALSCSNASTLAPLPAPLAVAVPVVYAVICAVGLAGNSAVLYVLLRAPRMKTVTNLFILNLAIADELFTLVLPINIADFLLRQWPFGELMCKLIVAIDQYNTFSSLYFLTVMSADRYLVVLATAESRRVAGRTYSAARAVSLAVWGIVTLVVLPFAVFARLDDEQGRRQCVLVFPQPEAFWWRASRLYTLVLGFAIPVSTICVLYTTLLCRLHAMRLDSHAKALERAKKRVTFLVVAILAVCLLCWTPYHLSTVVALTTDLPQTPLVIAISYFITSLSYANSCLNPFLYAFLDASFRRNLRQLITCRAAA
CHO-K1 Ca PAM = M1 PAM counterscreen hit in parental CHO-K1 cells. ATP EC20, Fluo-8 calcium fluorescence; 0% at ATP EC20, 100% at ATP max. activation, % at 3 µM. actives 0.02% (n = 360,000). AID 602247;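 active = activation above the run cutoff, the mean activation of all test compounds plus 3 SD, cut at about 40% in these data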;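 note: peak over basal fluorescence ratio in a 140 s read after ATP addition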
OXTR potentiate = potentiators of human oxytocin receptor | actives 0.061% (n = 320,000) | CHO-OTR cells, Fluo-8 calcium fluorescence, potentiator mode; 0% = oxytocin EC15, 100% = EC100 | activation, % at 3 µM | P30559 | AID 2445;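 active = activation above that plate's cutoff, the mean activation of tested compounds plus 3 SD, cut at about 6.6% in these data, passing the limit was not always enough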;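 note: 100% uses oxytocin at 75 nM as the full agonist control; some results filed as inactive read as strong as hits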
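assay system = CHO-OTR cells, human receptor | schedule = compound 6 min at room temperature before oxytocin, 100 s read | detection = Fluo-8 intracellular calcium fluorescence, ex 470-495, em 515-575 nm | evaluation = normalized max/min fluorescence ratio, % activation | control set = EC15 oxytocin alone as 0%, 75 nM oxytocin (EC100) as 100%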
TAAR1 antagonist = human TAAR1 antagonism; Q96RJ0; CHO RD-HGA16 TAAR1, Fluo-8 calcium fluorescence, antagonist; inhibition, % at 3 µM; actives 1.5% (n = 360,000);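 active = inhibition above a per-plate cutoff, the mean inhibition of test compounds on that plate plus 3 SD, cut at about 49% in these data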;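 note: 0% = DMSO plus EC80 beta-PEA response and 100% = DMSO alone without agonist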
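System: CHO RD-HGA16 cells bearing hTAAR1. Reagent: EC80 β-phenethylamine stimulus. Schedule: seeding 17-24 h prior, 75-min 37 °C, 30-min RT dye loading. Signal: Fluo-8 intracellular calcium dye fluorescence, real-time kinetic reads. Read-out: % inhibition from peak post-agonist over basal fluorescence ratio. Benchmarks: vehicle wells and EC80 agonist wells. Replicates: n of 1.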
Numbers without * were called inactive; x = not tested or not shown.

structure,CHO-K1 Ca antag,OXTR ag,M1 ag parental,V1R ag counter,CHO parental Ca,GPR7 antagonist,CHO-K1 Ca PAM,OXTR potentiate,TAAR1 antagonist
COc1ccc(CC(=O)NNC2=Nc3cccc4cccc2c34)cc1OC,-11,0.9,6.5,-1.9,-6,-6,15,-10,5
Nc1ncc2c(n1)CCN(c1ccc([N+](=O)[O-])cc1)C2,-3,0.6,0.0,2.2,-2,13,-10,-6,-13
CN(Cc1c(C(=O)N/N=C/c2c(F)cccc2Cl)nnn1-c1nonc1N)c1ccccc1,2,1.8,5.6,6.1,1,1,0,-13,26
CCOc1ccc(NC(=O)COC(=O)Cn2cnnn2)cc1OCC,-12,1.7,0.2,0.1,-8,-9,-2,-8,x
Oc1cccc(-c2sc3ccccc3c2-c2ccc(OCCN3CCCCC3)cc2)c1,2,x,2.4,x,x,x,4,x,29
Cc1nc(SCC(=O)Nc2c(C)n(C)n(-c3ccccc3)c2=O)c(C#N)c(C)c1C,-22,-0.9,-0.2,0.2,-11,x,10,-2,-11
O=C(c1ccco1)N1CCN(C2CN(CCc3ccccc3)S(=O)(=O)C2)CC1 (stereo not drawn),-2,x,1.2,x,x,x,14,x,-12
CC1(C(=O)Nc2ccccc2)Cc2c(-c3cccc(C(F)(F)F)c3)ccnc2O1 (stereo not drawn),7,x,-0.3,x,x,x,-16,x,1
Cc1cccc(NC(=O)C(C)SCc2nc3sc(C)c(C)c3c(=O)[nH]2)n1 (stereo not drawn),-5,0.1,0.3,-0.3,-9,-15,4,-7,-27
N#Cc1sc2nc(-c3cccs3)cc(-c3ccc(F)cc3)c2c1N,-16,-1.6,0.4,0.4,0,-15,29,-10,-5
Cc1sc2c(c1C)c(=O)n(-c1cccc(C(F)(F)F)c1)c(=O)n2CC(=O)NCc1ccco1,-8,-0.1,0.0,-1.1,-15,-10,-20,-4,7
COCc1nnc(NC(=O)CSc2ccc(C)cc2)s1,-5,0.2,6.3,3.2,-11,13,25,-3,-5
COc1cccc(CN(C(=O)c2ccccc2Cl)C2CCS(=O)(=O)C2)c1 (stereo not drawn),-9,0.1,2.7,1.0,-5,-9,12,-4,-4
NC(=O)c1ccc(NC(=O)COC(=O)c2ccc(Cl)nc2)cc1,-14,-0.4,0.5,0.6,-4,x,3,-7,3
N#Cc1c(N)nc2c(c1-c1ccncc1)CCCCC2,3,0.9,0.1,0.0,-6,-1,8,6,12
CCOc1ccc(CCNC(=O)COC(=O)Cn2cnc3c2c(=O)n(C)c(=O)n3C)cc1OCC,-6,-1.1,0.6,0.0,-8,x,-4,-6,-25
O=C(O)/C=C/c1ccc(OCc2cccc(F)c2)cc1,-10,1.3,1.0,1.5,2,7,20,-6,-6
COc1ccc(CCn2c(NN=C3CCCC3)nc3c2c(=O)[nH]c(=O)n3C)cc1,4,-1.5,-0.3,-1.1,-11,-15,-23,-4,-24
CCCc1c(C(=O)Nc2ccc(N3CCOCC3)cc2)cnn1-c1ccccc1,15,-1.8,0.1,-0.7,7,-2,-20,-5,4
O=C(c1cccc(Cl)c1)C1CCCN(S(=O)(=O)c2ccccc2)C1 (stereo not drawn),-3,-1.1,1.9,0.7,-17,-17,-6,-12,1
Oc1cccc(/C=N/NC(=S)NCCN2CCOCC2)c1O,-7,0.5,2.8,0.6,6,-6,8,-7,-18
Cc1cccc(OCC(=O)NCCCNC(=O)c2ccco2)c1,-12,1.0,0.7,2.8,-5,-2,10,0,2
CC12CCC(C(=O)NCc3ccccn3)(OC1=O)C2(C)C (stereo not drawn),16,0.7,0.2,0.6,-8,-11,-2,2,-12
O=S(=O)(N/N=C/c1ccccc1OCc1ccc(Cl)cc1)c1ccccc1,0,-1.6,-0.2,0.0,9,2,-3,-5,9
O=C(NC1CCCCC1)C(c1ccc(F)cc1)N(Cc1ccc2c(c1)OCO2)C(=O)c1cnsn1 (stereo not drawn),-10,-1.7,0.8,-1.0,-22,3,19,-8,6
CCN(CC1CCCN(CCc2cccc(OC)c2)C1)C(=O)C=C(C)C (stereo not drawn),-11,0.0,0.7,1.1,-19,-3,23,5,-4
Cc1ccc(C(=O)NC(=S)Nc2ccccc2C(F)(F)F)cc1,-11,0.0,-0.5,-0.7,-16,-2,11,-5,32
Cc1ccc(NC(=O)CCNC(=O)c2ccc(Br)cc2)nc1,-2,-0.8,-0.8,-0.5,-21,-11,-3,-4,-6
COc1cccc(NC(=O)CN2C(=O)c3cccnc3Oc3ccc(Cl)cc32)c1,3,2.2,-0.5,1.2,-17,-6,-3,-8,-41
CC(C)n1c(=O)c2ccccc2n1C(=O)c1ccccc1,-5,x,0.0,x,x,x,4,x,-21
Cc1cc(NC(=O)c2ccc3nc(-c4ccccc4)c(-c4ccccc4)nc3c2)no1,7,-0.2,0.1,0.4,-18,0,-8,-4,11
CCOC(=O)Cc1[nH]nc2c1C(Cc1ccccc1)C(C#N)=C(N)O2 (stereo not drawn),0,0.3,0.2,0.6,-11,-12,1,2,-31
O=C(Nc1ccc(Cl)cc1F)C1CC1c1ccccc1 (stereo not drawn),7,-2.1,-0.3,-1.2,-11,8,-24,-19,-10
O=C(NCCCN1CCOCC1)c1ccc(/C=C2\Oc3ccccc3N(Cc3ccccc3F)C2=O)cc1,4,10,1.2,3.3,-30,-11,-9,-8,-8
Cc1ccc(C(=O)c2cn[nH]c2-c2cc(Cl)ccc2O)cc1,0,2.2,19*,3.0,-6,-8,16,-10,12
CN1CCN(NC(=O)CN2C(=O)/C(=C/c3ccccc3Cl)SC2=S)CC1,6,0.7,0.3,1.8,-4,-9,-11,-6,-6
COc1ccc(C2C(C(=O)c3ccco3)=C(O)C(=O)N2Cc2cccnc2)cc1OC (stereo not drawn),-9,-0.2,-0.3,1.1,-6,-13,-5,-3,-12
N#Cc1ccc(CN2CCN(C(=O)CC(NC(=O)c3ccccc3)c3ccccc3)CC2)cc1 (stereo not drawn),-12,-0.6,3.0,1.2,-21,6,2,-14,14
CSc1ccc(/C=N/NC(=O)c2ccc(O)cc2)cc1,-10,0.3,0.6,1.0,1,-1,20,-7,3
C#CCn1ccc(O)c(Cc2ccccc2)c1=O,-5,-0.3,0.1,0.0,2,-7,14,-4,-4
Cc1ccc(-n2nnnc2SCC(=O)Nc2ccc3c(c2)OCCO3)cc1C,8,0.8,0.2,4.9,-25,21*,2,-6,1
CCc1noc(C)c1C(=O)N1CCSC1=Nc1cccc(Cl)c1C,-9,-2.0,-0.6,-0.9,-25,-3,-16,1,-18
CN(C)c1ccc(/C=N/n2c(-c3ccccc3Br)n[nH]c2=S)cc1,-4,-2.0,1.8,0.1,-3,-6,13,-6,-1
Cc1cccc(C(=O)Nc2cccc(C(=O)N/N=C/c3ccc4c(c3)OCO4)c2)c1,-6,-1.6,3.3,1.1,-21,0,11,-11,35
Cn1c(=O)c2cc(NC(=O)Cc3ccccc3F)ccc2n1C/C=C/c1ccccc1,-2,x,1.1,x,x,x,6,x,4
CCOc1ccc(S(=O)(=O)N(C)CC(=O)N2CCCC2)cc1,-14,0.3,1.0,-0.2,-10,-14,15,2,-15
O=C(C[C@H]1C[C@H](C(=O)N2CCCCC2)[C@@]2(CCc3ccccc3)c3[nH]c4cc(-c5ccco5)ccc4c3CCN2C1=O)NCc1cccc(C(F)(F)F)c1,-7,x,-0.1,x,-21,x,-2,x,-5
CC(=O)Nc1ccc(S(=O)(=O)NCC(=O)NNC(=O)c2csc(N3CCOCC3)n2)cc1,-3,0.4,0.1,-0.3,-1,x,-14,3,-23
CSc1nnc2n(Cc3ccccc3)c(=O)c3c4c(sc3n12)COC(C(C)C)C4 (stereo not drawn),x,-0.4,x,1.1,-5,-7,x,-9,x
CCn1c(SCC(=O)NCc2ccc(F)cc2)nc2c(c1=O)SC(C)C2 (stereo not drawn),14,-1.0,0.2,-0.4,-10,-9,-4,0,-20
CN(Cc1ccccc1)C(=O)c1ccccc1-c1ccccc1,3,-3.1,-0.7,-1.3,-7,69*,-4,2,11
Cc1c(CC(=O)N2CCC(O)CC2)c(=O)oc2cc3c(cc12)CCC1(CCCCC1)O3,17,x,0.2,x,x,x,-3,x,-4
O=C(NNc1ccccn1)C(=O)NNS(=O)(=O)c1ccc(Cl)cc1,-19,0.3,-0.1,0.6,-5,-9,10,-2,6
N=Nc1c(O)n(CC(=O)Nc2ccccc2)c2ccccc12,-15,0.0,0.8,0.1,-3,4,20,-6,-1
Clc1ccc(-c2nnc(-c3ccc(Br)cc3)c(N3CCSCC3)n2)cc1,-3,1.1,0.2,-0.2,-6,-10,7,-14,-5
Cc1nn(-c2ccccc2)c(Cl)c1/C=C/C(=O)c1ccc(O)cc1,-5,-0.8,1.9,-0.1,-1,-3,14,-7,24

Screening results deposited in PubChem BioAssay by The Scripps Research Institute Molecular Screening Center.
